# MPTP inh: inhibitors of mitochondrial permeability transition pore; isolated mouse mitochondria, Ca2+ swelling absorbance, 30 min; inhibition, % at 10 µM; actives 1.4% (n = 360,000); AID 602449;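 active means inhibition of 50% or more, scaled per plate between neutral and stimulator controls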;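 further: 0% = DMSO wells given calcium and 100% = 1 mM EGTA wells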
# hIAP block: human IAP inhibition | P09923 | purified IAP, CDP-Star luminescence, 30 min | inhibition, % at 10 µM | actives 0.12% (n = 330,000) | AID 2544;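 active means inhibition reaching a set limit with compound at 10 µM in the primary screen, cut at about 35% in these data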;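 further: plate controls were DMSO wells with enzyme for no effect and no-enzyme buffer wells for full effect; values of inactives mirror those of a sister screen read the other way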
# mIAP activ: mouse IAP activation. muIAP, CDP-Star luminescence, 30 min; stronger effect = higher value; 1 = vehicle-only enzyme signal, 0 = enzyme-free wells. activation factor at 10 µM. actives 0.24% (n = 330,000);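 active means activation factor of at least 2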; further: the source names both 10 and 20 µM as test concentration; values of inactives mirror those of a sister screen read the other way
#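 Assay system: mouse IAP enzyme; Reagent: CDP-Star chemiluminescent phosphatase substrate; Compound: DMSO-dissolved test compounds; Incubation: 30 min, room temperature; Technique: luminescence from enzymatic CDP-Star hydrolysis; Controls: DMSO-only wells and no-enzyme negative control.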
# hIAP act: human IAP activation | P09923 | purified human IAP, CDP-Star luminescence, 30 min; stronger effect = higher value; 1 = vehicle-only enzyme, 0 = enzyme-free background | activation factor at 10 µM | actives 0.16% (n = 330,000) | AID 2524;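 active means activation factor of the enzyme at least 2-fold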; further: the source names both 10 and 20 µM as test concentration; values of inactives mirror those of a sister screen read the other way
# NR3A LBD binder: NR3A (human) ligand-binding domain modulation. actives 2.5% (n = 340,000). Tm shift relative to glycine control, % at 25 µM. NR3A LBD differential scanning fluorimetry, Tm shift; 0% = protein alone, 100% = glycine-bound protein;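 active means melting temperature shift of at least 10% of the positive control shift, at one fixed dose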
# A3A deaminase: inhibitors of human APOBEC3A DNA deaminase | P31941 | actives 0.41% (n = 330,000) | inhibition, % at 20 µM | AID 493011 | recombinant A3A, FAM/TAMRA ssDNA deamination fluorescence;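 active means at least 40% inhibition at 20 µM here, with at most 30% in a related deaminase screen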;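 further: plate controls were A3A with DMSO for no effect and wells lacking A3A enzyme for full effect; some results filed as inactive read as strong as hits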
# Target sequence (P31941 whole entry, looked up): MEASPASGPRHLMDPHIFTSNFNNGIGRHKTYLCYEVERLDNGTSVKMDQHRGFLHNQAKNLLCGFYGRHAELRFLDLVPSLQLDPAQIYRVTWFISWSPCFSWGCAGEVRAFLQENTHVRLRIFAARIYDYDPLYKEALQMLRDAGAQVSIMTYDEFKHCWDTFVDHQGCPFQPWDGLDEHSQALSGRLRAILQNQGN
# mIAP block: blocks mouse intestinal alkaline phosphatase; purified mouse IAP, CDP-Star luminescence, 30 min; inhibition, % at 10 µM; actives 0.2% (n = 330,000); AID 2806;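 active means inhibition of at least 40% at 10 µM in the primary screen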;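 further: plate controls were DMSO with enzyme for no effect and no enzyme wells for full effect; values of inactives mirror those of a sister screen read the other way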
# APOBEC3G inh: blocks human APOBEC3G single-stranded DNA deamination | Q9HC16 | recombinant A3G, ssDNA deamination FAM/TAMRA fluorescence | inhibition, % at 20 µM | actives 0.28% (n = 330,000) | AID 493012;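 active means inhibition of at least 40% at 20 µM, with no more than 30% in the related APOBEC3A deaminase screen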;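 further: plate controls were DMSO wells with A3G for no effect and wells lacking A3G enzyme for full effect; some compounds called inactive have numbers as strong as hits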
# Target sequence (Q9HC16 whole entry, looked up): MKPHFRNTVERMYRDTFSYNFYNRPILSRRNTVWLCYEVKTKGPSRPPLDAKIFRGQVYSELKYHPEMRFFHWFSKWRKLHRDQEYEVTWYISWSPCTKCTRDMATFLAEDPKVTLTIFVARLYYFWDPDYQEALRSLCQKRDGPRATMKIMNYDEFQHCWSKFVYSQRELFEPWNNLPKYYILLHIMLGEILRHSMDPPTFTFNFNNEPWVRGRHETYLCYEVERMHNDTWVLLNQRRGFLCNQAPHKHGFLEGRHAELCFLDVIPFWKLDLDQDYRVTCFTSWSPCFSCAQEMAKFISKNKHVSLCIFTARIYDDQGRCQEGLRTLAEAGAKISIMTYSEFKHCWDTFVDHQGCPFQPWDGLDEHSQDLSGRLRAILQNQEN
# beta cell repl: MIN6 beta-cell proliferation induction | proliferation, % at 10 µM | MIN6 cells proliferation, ATPlite luminescence, 48 h; cells starved in 0.2% serum; 100% = growth in 10% serum | actives 0.29% (n = 330,000);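 active means compounds whose signal lies at least 3.5 SD above the mean of all wells on their plate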;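 further: 0% = DMSO-treated cells in low-serum medium and 100% = 10% serum control; some compounds called inactive have numbers as strong as hits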
# * = called active by the depositor; . = no result given; & = joins results of further samples.
SMILES,MPTP inh,hIAP block,mIAP activ,hIAP act,NR3A LBD binder,A3A deaminase,mIAP block,APOBEC3G inh,beta cell repl
COc1ccc(CNc2nc3c(c(=O)n(Cc4ccc(Cl)cc4)c(=O)n3C)n2C)cc1,26.3,-5.9,0.913,1.06,3.8,-4.3,8.7,-7.4,-0.1
CCOc1ccccc1C(C(=O)NC1CCCC1)N(Cc1ccco1)C(=O)CNC(=O)c1ccco1 (stereo not given),-0.6,13.6,1,0.864,7.3,0.1,-0.5,-0.7,-0.1
NC(=S)n1[nH]c(-c2ccccc2)c(N=Nc2ccccc2C(=O)N2CCOCC2)c1=O,-2.4,6.9,0.915,0.931,1.4,-3.3,8.5,-3.4,1.8
CCCC[n+]1ccn(C2=C([O-])c3ccccc3C(=O)/C2=N\S(=O)(=O)c2ccc(Br)cc2)c1,-1.4,6.7,0.887,0.933,-3.1,-1.6,11.3,-6.9,-4.4
CC1=C(CC(=O)c2ccccc2)C(=O)c2ccccc2C1=O,4.8,-6.5,1.03,1.06,0.3,-1.4,-3.1,-3.7,-5.9
Cc1cccc(CN2CCN(CC(C)C)C(CCO)C2)n1 (stereo not given),-0.5,-12.1,1.03,1.12,-1.3,6.1,-2.7,-1.6,0.1
CCN1CCN(CC(O)COC(C)C)CC1 (stereo not given),0.5,8.7,1.08,0.913,-3.0,1.6,-7.7,18.1,-4.0
CCOCCCNC(=O)c1ccccc1NC(=O)C1=C(C)OCCS1,-0.3,-5.1,0.988,1.05,0.3,-2.6,1.2,-7.2,0.1
O=C1CCN(S(=O)(=O)c2ccccc2)CCN1CCOCc1ccccc1,-2.1,-17.8,0.955,1.18,0.9,-0.1,4.5,-7.8,-2.9
O=C(NNS(=O)(=O)c1ccc(F)cc1)C1CCN(S(=O)(=O)c2ccccc2)CC1,-1.5,-6.7,1.02,1.07,1.2,36.4,-1.7,-0.4,-1.7
N#CC(C(=O)NC1CC1)c1nc2ccccc2nc1N1CCCC1 (stereo not given),0.6,13.7,1.02,0.863,0.4,-2.5,-1.9,-2.3,0.6
O=C(N/N=C\c1ccc(Cl)cc1)C1=NOC2COC3(CCN(c4ccc([N+](=O)[O-])cc4)CC3)OCC12 (stereo not given),8.5,6.5,0.921,0.935,-2.5,2.0,7.9,-0.8,-3.4
CCOCCCNC(=O)C(NC(=O)c1ccc(=O)[nH]c1)c1ccc(C)cc1 (stereo not given),-1.5,6.2,1.04,0.938,0.3,-0.2,-3.7,-4.7,-0.8
CCCCCCSc1ccc(-c2nc3cc(C)ccn3c2NC2CCCCC2)cc1,2.0&5.5,4.3,1.05,0.957,-7.1,-0.4,-5.3,17.0,-6.1
O=C1N(c2ccccc2)C[C@@H]2C[C@@H](c3cc4ccccc4o3)N3CCC[C@@]123,-2.4,-2.1,0.952,1.02,-0.8,-2.0,4.8,-4.0,-5.2
O=c1oc2ccccc2nc1/C=C(\O)c1ccc(Br)cc1,0.6,-17.3,0.906,1.17,0.4,-4.6,9.4,-6.0,-3.6
COc1ccc(Nc2nc(N3CCOCC3)nc(N3CCOCC3)n2)c(OC)c1,0.1,-36.5,0.966,1.36,-1.4,0.1,3.4,-6.7,-1.7
O=[N+]([O-])c1cc(S(=O)(=O)N2CCCC2)ccc1OCc1ccccc1,1.2,-1.2,1.04,1.01,-8.9,2.0,-4.3,-2.6,4.5
C=CCN1C(=O)CSc2ccc(C(=O)NCc3ccco3)cc21,-1.0,-1.2,1.01,1.01,1.2,-0.7,-0.7,-6.5,-1.5
Cc1nn(CC(=O)N2CCC(C)CC2)c(=O)c2cccn12,-1.3,-7.4,0.933,1.07,5.0,-3.7,6.7,-3.6,-1.4
COc1ccc(C2C(C#N)=C(N)N(c3ccccc3)C3=C2C(=O)CCC3)cc1Cn1cc([N+](=O)[O-])cn1 (stereo not given),1.1,-1.5,0.975,1.01,-5.7,-2.9,2.5,-2.3,-3.3
COc1ccc(C2N(c3ccccc3)CCN2c2ccccc2)cc1O,2.4,3.3,1.02,0.967,-4.9,-0.4,-1.7,-2.2,-0.6
C(=N\Nc1ncnc2nc[nH]c12)/c1cccs1,-3.6,-97.7,1.01,1.98,0.2,6.5,-0.8,2.7,-1.5
CCOC(=O)c1csc(NC(=O)c2cc(-c3ccccn3)nc3ccccc23)n1,-0.2,6.5,0.979,0.935,-0.8,-5.5,2.1,-8.5,-0.6
COc1ccc(N2CCN(S(=O)(=O)c3c(C)noc3/C=C/N(C)C)CC2)cc1,0.2,8.0,1.09,0.92,2.9,0.2,-8.7,22.1,-6.9
Cc1ccc(NC(=O)c2ccc(Cn3cc([N+](=O)[O-])cn3)cc2)c(C)c1,-1.7,0.6,1.17,0.994,-1.5,-5.9,-17.4,-7.6,-1.1
CC(=O)N1N=C(c2ccncc2)OC1(Cc1ccccc1)Cc1ccccc1,-0.4,12.5,0.895,0.875,0.4,-1.8,10.5,-4.0,-2.3
Cc1cc(C(=O)CSc2nn3c(=O)c(C(C)(C)C)nnc3s2)c(C)n1-c1ccc(F)cc1,-1.1,3.7,0.742,0.963,-0.9,-15.9,25.8,-3.8,-6.1
CC1CN(C(=O)CSc2nnc3c(Cl)cc(Cl)cn23)CC(C)O1 (stereo not given),-0.8,18.0,0.996,0.82,-4.1,0.7,0.4,-5.7,4.3
CCN(C(=O)c1cc2c(=O)n3ccccc3nc2s1)C1CCCCC1,0.0,-7.3,0.981,1.07,-0.6,-4.1,1.9,-3.9,6.9*
CC1(CO)COC(c2ccccc2)=N1 (stereo not given),0.0,11.2,1.02,0.888,1.5,1.4,-2.0,-1.9,1.6
CN(CC(=O)Nc1ccc(Cl)c(C(F)(F)F)c1)C(=O)CNC(=O)C1CCCCC1,-0.9,-12.8,0.997,1.13,-0.4,2.6,0.3,-0.1,-2.0
CCOC(=O)c1cc(NC(=O)c2ccc(C)cc2)c(=O)oc1-c1ccccc1,4.0,6.4,0.969,0.936,1.8,-3.3,3.1,-6.5,2.7
CCCc1cc(=O)[nH]c(SCC(=O)Nc2ccc3ccccc3c2)n1,0.8,10.7,1.07,0.893,1.7,-2.3,-7.3,-6.6,-2.1
CCC(C(=O)Nc1cccc(C(F)(F)F)c1)c1ccccc1 (stereo not given),1.7,-11.3,1.26,1.11,-2.2,-3.5,-26.2,-2.9,-4.1
COc1ccc(S(=O)(=O)Nc2ccccc2C(=O)N2CCCCC2)cc1C,0.6,-3.5,1.01,1.03,0.1,-1.7,-1.1,-12.4,5.4
O=C(CNC(=O)COc1ccccc1)NCCN1CCOCC1,-0.6,12.9,1.03,0.871,-0.2,-5.5,-3.5,-5.9,3.7
COc1ccccc1NC(=O)COC(=O)c1oc2ccccc2c1C,1.2,-19.3,0.965,1.19,3.5,-3.9,3.5,-4.6,2.3
CC1CC(C)CN(C(=O)C2CCN(S(=O)(=O)N3CCC4(CC3)OCCO4)CC2)C1 (stereo not given),-1.5,-22.6,0.983,1.23,1.5,1.2,1.7,-0.9,-0.9
CCn1c(-c2ccccc2Cl)nn(CC(=O)Nc2cc(Cl)ccc2Cl)c1=S,1.0,-4.8,1.02,1.05,-0.6,2.3,-1.7,-1.6,-3.5

# As entered above.
# Value for COc1ccc(C2C(C#N)=C(N)N(c3ccccc3)C3=C2C(=O)CCC3)cc1Cn1cc([N+](=O)[O-])cn1 (stereo not given) under beta cell repl: -3.3
# Value for CCn1c(-c2ccccc2Cl)nn(CC(=O)Nc2cc(Cl)ccc2Cl)c1=S under hIAP block: -4.8

# Some of these compounds in order of formula weight, ascending.
SMILES,MPTP inh,hIAP block,mIAP activ,hIAP act,NR3A LBD binder,A3A deaminase,mIAP block,APOBEC3G inh,beta cell repl
CC1(CO)COC(c2ccccc2)=N1 (stereo not given),0.0,11.2,1.02,0.888,1.5,1.4,-2.0,-1.9,1.6
O=C(CNC(=O)COc1ccccc1)NCCN1CCOCC1,-0.6,12.9,1.03,0.871,-0.2,-5.5,-3.5,-5.9,3.7
CN(CC(=O)Nc1ccc(Cl)c(C(F)(F)F)c1)C(=O)CNC(=O)C1CCCCC1,-0.9,-12.8,0.997,1.13,-0.4,2.6,0.3,-0.1,-2.0
CCn1c(-c2ccccc2Cl)nn(CC(=O)Nc2cc(Cl)ccc2Cl)c1=S,1.0,-4.8,1.02,1.05,-0.6,2.3,-1.7,-1.6,-3.5

# Following part.
SMILES,MPTP inh,hIAP block,mIAP activ,hIAP act,NR3A LBD binder,A3A deaminase,mIAP block,APOBEC3G inh,beta cell repl
Cc1c(O)ccc2cc(S(=O)(=O)c3ccccc3)c(=O)oc12,0.5,-34.2,1.11,1.34,3.1,1.1,-11.4,-5.2,0.6
CCOc1[nH]n(-c2ccccc2)c(=O)c1C=Nc1ccc(C(=O)OC)cc1,2.2,-46.2,0.914,1.46,-0.3,2.3,8.6,0.4,-1.5
CCOC(=O)c1c(NC(=O)CN2C(=O)NC3(CCCCCC3)C2=O)sc(C)c1-c1ccc(C)cc1,5.2,23.6,0.926,0.764,-0.7,-1.0,7.4,-8.3,-4.6
O=C(CN1CCN(c2ccccc2O)CC1)NC(=O)NCc1ccco1,0.7,-4.6,0.96,1.05,-0.2,-4.3,4.0,-7.2,0.0
Cc1cc(=O)n2nc(N3CCC(C(=O)NCc4ccccc4Cl)CC3)sc2n1,1.8,-24.3,1.02,1.24,-0.2,-4.0,-1.6,-2.7,-1.3
CC(C)NS(=O)(=O)c1ccc(CCC(=O)NCc2cccnc2)cc1,-0.4,-7.5,1.07,1.07,0.0,-7.1,-7.1,-4.1,-4.0
COc1ccc2[nH]c(=O)c(COC(=O)c3cccs3)cc2c1,-0.6,8.8,0.933,0.912,-3.3,0.2,6.7,-4.1,-0.2
Cc1ccc2[nH]c3c(=O)n(CC(=O)Nc4ccccc4N4CCN(C)CC4)ncc3c2c1,-1.0,-5.6,0.952,1.06,0.7,-0.1,4.8,-4.9,-7.7
CC1CCC2(CC1)NC(=O)N(Cc1cc(=O)n3ccsc3n1)C2=O (stereo not given),.,-15.9,1.08,1.16,0.2,7.9,-8.2,-2.4,-1.9
CC1CC(C)(C)NC(=S)N1CCCC(=O)Nc1ccccc1F (stereo not given),0.8,1.2,1.18,0.988,0.5,-8.6,-17.6,-5.2,-1.5
C#Cc1ccc([C@@H]2C=C(C(=O)OCC=C)O[C@H](OCc3ccc(CO)cc3)C2)cc1,1.2,3.3,0.97,0.967,-5.8,3.4,3.0,12.9,0.1
COc1cccc(NC(=O)Cn2c(=O)n(CCC(=O)NC3CCN(Cc4ccccc4)CC3)c(=O)c3ccccc32)c1,1.2,3.1,0.985,0.969,-2.1,0.7,1.5,-9.1,1.7
CCC(=O)N1CCCN(S(=O)(=O)c2ccc(C)cc2)C1c1ccc(OC)cc1 (stereo not given),-1.0,7.2,0.937,0.928,0.6,2.2,6.3,-1.1,2.7

# Compounds were not picked by outcome; 5% or so of the library scored in one or more.
